# Screening results from PubChem BioAssay.
# M1 antag: blocks human M1 muscarinic receptor; P11229; CHO-K1 hM1, Fluo-8 calcium fluorescence, ACh EC80 antagonist; inhibition, % at 3 µM; 1.3% of 360,000 active;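 active = percent inhibition above its own plate's cutoff, namely the mean of that plate's compound wells plus 3 SD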;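 note: peak over basal fluorescence ratio during 140 s after agonist addition; 0% = ACh EC80 plus DMSO and 100% = DMSO alone without agonist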
# CHO-K1 Ca antag: counter-screen for M1 antagonists: effect in parental CHO-K1 cells; ATP-induced calcium, Fluo-8 fluorescence; inhibition, % at 3 µM; 0.6% of 360,000 active; AID 602250;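 active = inhibition above a per-plate cutoff, the plate's mean sample inhibition plus 3 SD, cut at about 24% in these data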;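 note: 0% = DMSO plus EC80 ATP and 100% = DMSO alone without ATP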
# M1 PAM parental: nonselective activator or artifact in parental CHO-K1 calcium assay. activation, % at 3 µM. 0.02% of 360,000 active. ATP EC20, Fluo-8 calcium fluorescence; 0% at ATP EC20, 100% at ATP max. AID 602247;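 active = activation above the run cutoff, the mean activation of all test compounds plus 3 SD, cut at about 40% in these data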;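 note: peak over basal fluorescence ratio in a 140 s read after ATP addition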
# CHRM1 agonist: activates human CHRM1 receptor; activation, % at 3 µM; P11229; CHO-K1 hM1, Fluo-8 calcium fluorescence, agonist mode; 0% DMSO, 100% acetylcholine EC100; 0.33% of 360,000 active;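 active = activation above the run's mean compound activation plus 3 SD, cut at about 16% in these data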;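 note: peak over basal fluorescence ratio within a 140 s kinetic read after compound addition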
# OXTR potentiate: potentiates the human oxytocin receptor response; P30559; 0.061% of 320,000 active; activation, % at 3 µM; CHO-OTR cells, Fluo-8 calcium fluorescence, potentiator mode; 0% = oxytocin EC15, 100% = EC100;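 active = activation above that plate's cutoff, the mean activation of tested compounds plus 3 SD, cut at about 6.6% in these data, passing the limit was not always enough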;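 note: 100% uses oxytocin at 75 nM as the full agonist control; some results filed as inactive read as strong as hits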
# Target sequence (P30559 whole entry, looked up): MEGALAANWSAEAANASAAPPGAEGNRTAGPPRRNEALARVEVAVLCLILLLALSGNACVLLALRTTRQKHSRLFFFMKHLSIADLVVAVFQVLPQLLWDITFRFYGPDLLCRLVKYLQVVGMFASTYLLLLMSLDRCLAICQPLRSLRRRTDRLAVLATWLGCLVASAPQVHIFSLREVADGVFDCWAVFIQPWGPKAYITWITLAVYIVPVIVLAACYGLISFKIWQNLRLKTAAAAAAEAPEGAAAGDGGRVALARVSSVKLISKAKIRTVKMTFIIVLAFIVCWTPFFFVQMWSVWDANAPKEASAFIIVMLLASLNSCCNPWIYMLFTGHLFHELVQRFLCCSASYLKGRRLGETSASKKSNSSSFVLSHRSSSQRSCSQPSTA
#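 System: human OTR in CHO cells; Also added: sub-maximal oxytocin, roughly EC15; Timing: compound 6 min at room temperature before oxytocin, 100 s read; Technique: Fluo-8 intracellular calcium fluorescence, ex 470-495, em 515-575 nm; Controls: oxytocin EC15 low and EC100 high; Replication: singlicate.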
# CHO parental Ca: signal in parental CHO cells, OX1R antagonist counter-screen | parental CHO-K1, ATP-induced calcium, Fluo-8 fluorescence | inhibition, % at 5.6 µM | 0.63% of 330,000 active | AID 463079;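 active = inhibition above that plate's mean sample inhibition plus 3 SD, cut at about 26% in these data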;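 note: 0% = ATP-challenged DMSO wells and 100% = DMSO wells without ATP; some compounds past the cut are filed as inactive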
#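 Assay system: untransfected parental CHO cell line. Also added: ATP agonist challenge. Dosing: one dose, 5.6 µM nominal. Measured by: Fluo-8 fluorescence. Read-out: % inhibition. Benchmarks: ATP wells versus no-ATP DMSO wells. Repeats: no replicates.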
# CHO-K1 Ca ag: counter-screen for M1 agonists: effect in parental CHO-K1 cells; 0.48% of 360,000 active; activation, % at 3 µM; Fluo-8 calcium fluorescence; scaled to maximal ATP response, vehicle zero; AID 602248; in the data active = activation above about 15%;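 note: untransfected CHO-K1 host cells lacking M1 receptor as counterscreen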
# TAAR1 ag: human TAAR1 agonism | Q96RJ0 | CHO RD-HGA16 TAAR1, Fluo-8 calcium fluorescence; vehicle wells 0%, saturating PEA agonist 100% | activation, % at 3 µM | 0.99% of 360,000 active;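 active = activation above the mean activation of all test compounds in the run plus 3 SD, cut at about 38% in these data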
# Target sequence (Q96RJ0 whole entry, looked up): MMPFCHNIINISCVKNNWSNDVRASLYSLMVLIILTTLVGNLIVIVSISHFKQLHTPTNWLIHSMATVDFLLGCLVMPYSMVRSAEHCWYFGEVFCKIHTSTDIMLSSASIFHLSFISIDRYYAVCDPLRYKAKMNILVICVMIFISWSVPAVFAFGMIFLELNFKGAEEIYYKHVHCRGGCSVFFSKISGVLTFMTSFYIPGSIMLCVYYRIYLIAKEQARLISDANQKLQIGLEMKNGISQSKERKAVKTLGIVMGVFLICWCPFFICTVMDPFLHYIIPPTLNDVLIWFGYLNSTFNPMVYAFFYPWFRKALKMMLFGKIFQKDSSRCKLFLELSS
#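 System: CHO-derived RD-HGA16 cells with stable Gα16 and human TAAR1 / Times: 17-24 h plating, Fluo-8 75 min 37 °C, 30 min RT / Technique: calcium-sensitive Fluo-8 signal, excitation 470-495, emission 515-575 nm / Measure: % activation relative to PEA EC100 response / Benchmarks: DMSO and PEA EC100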
# TAAR1 antag: antagonists of human TAAR1; Q96RJ0; 1.5% of 360,000 active; inhibition, % at 3 µM; CHO RD-HGA16 TAAR1, Fluo-8 calcium fluorescence, antagonist;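 active = inhibition above a per-plate cutoff, the mean inhibition of test compounds on that plate plus 3 SD, cut at about 49% in these data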;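 note: 0% = DMSO plus EC80 beta-PEA response and 100% = DMSO alone without agonist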
#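 Assay system: CHO-derived RD-HGA16 cells stably expressing human TAAR1 plus Gα16. Timing: 140 s kinetic read after compound, 140 s after agonist. Technique: kinetic Fluo-8 calcium fluorescence measurement. Measure: % inhibition of agonist calcium response.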
# Active calls of the source: *; / = no result given.
SMILES,M1 antag,CHO-K1 Ca antag,M1 PAM parental,CHRM1 agonist,OXTR potentiate,CHO parental Ca,CHO-K1 Ca ag,TAAR1 ag,TAAR1 antag
CCCCN(C=O)c1c(CC)nc2c(OCc3ccc(S(C)(=O)=O)cc3)cccn12,-5,-6,-7,-6,/,/,1.7,3,-11
CC(C)CCSc1nc2ccccc2[nH]1,0,7,-16,-2,-8,-13,0.2,4,4
C/C(=N\NC(=O)c1ccc(-c2ccccc2)cc1)c1ccco1,-7,-5,-18,-4,-2,1,0.7,-3,16
CCCN(CC(=O)Nc1ccccc1C)C(=O)C1CCN(S(=O)(=O)c2ccc3c(c2)OCCO3)CC1,-5,-6,2,-9,/,/,0.6,8,-5
Cc1ccc(C(=O)NNC(=O)COC(=O)COc2ccccc2C#N)cc1,-18,-14,22,0,-2,-16,0.5,15,-13
CC(=O)Nc1ccc(S(=O)(=O)N2CCN(c3cccc(C)c3C)CC2)cc1,2,9,-3,2,-11,8,2.2,19,24
COc1ccc(NC(=O)CSc2sc3c(O)cc(=O)[nH]c3c2C#N)c(OC)c1,1,-10,-13,-1,-5,23,0.2,3,-25
O=C(Nc1ccc(F)cc1)c1csc(Cc2ccccc2)n1,-3,-18,14,-3,-3,-7,2.2,1,-30
Cc1ccc(N(CC(O)Cn2nc(C)cc2C)S(=O)(=O)c2ccc3ccccc3c2)cc1 (stereo not drawn),0,-15,33,-8,-8,-26,2.4,2,20
Cc1ccc(S(=O)(=O)N2CCC(C(=O)NCc3ccccc3CN3CCCC3)CC2)cc1C,24,-20,17,-9,1,-24,-0.4,-1,-22
CCCCC(=O)c1ccc(OC(=O)c2ccc([N+](=O)[O-])cc2)cc1,0,18,-27,-3,/,/,-0.3,1,-3
CCCCCCCSc1nsc(N)n1,-5,-7,9,-4,-8,-20,0.4,6,-3
Cc1ccc2[nH]c(-c3ccccc3)c(CN3CCOCC3)c(=O)c2c1,13,0,9,-5,-9,-15,-0.3,7,-10
Cn1c(=O)c2c(O)cc(=O)n(-c3ccccc3)c2n(C)c1=O,5,9,-5,-3,-7,-19,-0.5,-1,-9
COc1ccc(Cn2nnnc2CN2CCC(O)(c3ccc(F)cc3)CC2)cc1,4,-13,-2,-2,-19,1,2.9,1,-5
Cc1ccc(SCC(=O)OCC(=O)N(CCC#N)c2ccccc2)cc1,-1,-14,9,-5,-10,-20,4.2,2,-17
C/C=C/C(=O)Nc1nnc(C2CCCCC2)s1,-9,-5,2,-3,0,-12,0.4,6,9
Cc1cc(-c2cccs2)nc(-n2cccc2)n1,-1,7,-2,-6,-8,-21,0.0,13,-4
O=C1CCCC2=C1C(c1cccc(O)c1)c1c(ccc3ncccc13)N2 (stereo not drawn),-5,-5,16,-6,5,-21,0.2,-1,-6
N#Cc1cc2c(nc1SCc1cccnc1)CCCC2,-2,-2,4,-6,-10,-13,-0.5,4,-14
CCOc1cc(NC(=S)NCCCN2CCOCC2)c(OCC)cc1NC(=O)c1ccco1,-2,-2,-23,-6,-10,-16,-0.1,-4,0
CC(Sc1nc(-c2ccc(F)cc2)cs1)C(=O)N1c2ccccc2CC1C (stereo not drawn),2,2,20,-9,-12,-2,1.2,0,28
O=C(COC(=O)c1c(Cl)ccc(Cl)c1Cl)NCC1CCCO1 (stereo not drawn),-2,0,-8,-3,-3,-7,0.3,1,-2
O=C(CNC(=O)c1ccccc1)NCC(=O)OCc1ccc(Cl)cc1,8,4,7,-2,1,-8,2.2,0,-1
C[C@]12C=CC(=O)C=C1CC[C@@H]1C2=CC[C@]2(C)[C@@H](C(=O)CN3CCN(c4cc(N5CCCC5)nc(N5CCCC5)n4)CC3)CC[C@@H]12,-18,-9,14,-7,-10,-18,0.4,1,1

# Full records, quoted from the list:
# Shown for `Cc1cc(-c2cccs2)nc(-n2cccc2)n1` → M1 antag: -1; CHO-K1 Ca antag: 7; M1 PAM parental: -2; CHRM1 agonist: -6; OXTR potentiate: -8; CHO parental Ca: -21; CHO-K1 Ca ag: 0.0; TAAR1 ag: 13; TAAR1 antag: -4
# Shown for `COc1ccc(Cn2nnnc2CN2CCC(O)(c3ccc(F)cc3)CC2)cc1` → M1 antag: 4; CHO-K1 Ca antag: -13; M1 PAM parental: -2; CHRM1 agonist: -2; OXTR potentiate: -19; CHO parental Ca: 1; CHO-K1 Ca ag: 2.9; TAAR1 ag: 1; TAAR1 antag: -5

# Next structures.
SMILES,M1 antag,CHO-K1 Ca antag,M1 PAM parental,CHRM1 agonist,OXTR potentiate,CHO parental Ca,CHO-K1 Ca ag,TAAR1 ag,TAAR1 antag
CC(C)C1C(=O)N(Cc2cn(CCC3OCCO3)nn2)CCS(=O)(=O)N1Cc1ccc(-c2ccccc2Cl)cc1 (stereo not drawn),-36,-16,-1,-3,/,/,1.7,3,21
COc1ccc(NC(=S)NCCSc2ccc(Cl)cc2)c(OC)c1,-20,24*,-2,6,-8,-16,0.1,3,24
O=C(CN1C(=O)COc2ccccc21)N1CCc2ccccc2C1,-13,-2,0,-4,-15,-22,-0.1,11,1
COc1ccc(NC(=O)C2CCCN2S(=O)(=O)c2ccc3c(c2)CC(C)N3C(C)=O)cc1OC (stereo not drawn),8,7,-12,-1,-7,-20,-0.1,-1,-3
CN1CCN(S(=O)(=O)c2ccc(Cc3ccc(S(=O)(=O)N4CCN(C)CC4)cc3)cc2)CC1,14,-7,18,-5,-15,-7,0.9,3,16
CCCCCn1c(=O)[nH]c2cc(C(=O)N3CCN(c4ccccc4F)CC3)ccc2c1=O,-2,-6,6,-4,-12,-1,-0.4,1,-17
Cc1ccc(N2CCN(c3ccc(C)cc3)C2c2ccccn2)cc1,-12,-13,-7,-10,-4,-21,0.3,5,4
CC(C)c1ccc(S(=O)(=O)N2CCN(C(C)C(=O)NC3CCCC3)CC2)cc1 (stereo not drawn),-8,-23,3,-3,-9,-29,1.4,15,-3
CCOc1ccc(/C=N/NC(=O)c2cc3c(OC)cccc3[nH]2)cc1,4,6,7,-4,-14,8,3.2,5,22
COc1cc([N+](=O)[O-])ccc1NC(=O)CSc1ccccn1,-3,-20,24,-7,4,14,1.4,/,/
Cc1nc2ccccc2c2oc(C(=O)N3CCN(C4CCCCC4)CC3)cc12,6,-3,4,-12,-3,-14,2.4,0,-39
CCOC(=O)C1CCN(C(=O)CN(Cc2ccc(Cl)cc2)S(C)(=O)=O)CC1,-17,-6,15,-1,-2,-8,1.6,1,10
COCC1CCN(C(=O)c2ccc3nc(Cc4cccc(Cl)c4)oc3c2)CC1,0,-11,18,-3,/,/,4.0,0,-19
CN(C)N(Cc1ccccc1)C(=O)C(O)(c1ccccc1)c1ccccc1,5,-4,13,-8,/,/,3.2,9,28
CC(C)N1C(=O)/C(=C/c2nc3ccccc3c(=O)n2-c2ccccc2)c2ccccc21,3,2,0,-5,-3,-22,1.5,6,25
CC(C)Nc1nc2ccccc2c(=O)[nH]1,-14,-14,17,-4,-6,1,0.5,0,1
CCCCOc1ccc(C(=O)NCC(=O)NC2CCN(Cc3ccccc3)CC2)cc1,-5,-11,13,-4,2,-19,3.6,0,-28
CC(CCc1ccccn1)(CCc1ccccn1)C(=O)c1ccccc1,5,-20,20,-3,/,/,5.1,8,53*
COCCOC(=O)C1=C(N)OC2=C(C(=O)CCC2)C1c1cccnc1 (stereo not drawn),4,-5,1,-3,-3,1,0.1,8,5
NC(=O)c1cc(Br)cc(C2CCCCC2)c1O,-14,6,4,-5,-12,11,-1.0,-1,-16
Cc1ccccc1NS(=O)(=O)c1ccc(C(=O)N2CCCC(C(F)(F)F)C2)cc1 (stereo not drawn),5,1,-6,15,-15,-8,2.5,21,27
Nc1nccc(-c2ccc(-n3cccc3)cc2)n1,4,-9,-10,-3,1,0,0.4,1,-11
Cc1nc2ccccc2cc1C(=O)Nc1ccccc1Cl,1,-5,-6,-5,-12,-8,0.9,1,-17
O=C(O)CC1SC(N/N=C/c2ccc(Br)cc2)NC1=O (stereo not drawn),-10,-11,18,-9,-6,4,2.0,1,11
Cc1ccc(Cl)cc1NC(=O)COC(=O)CN1C(=O)C2CCCCC2C1=O (stereo not drawn),2,-12,10,-1,-7,-18,2.5,5,-5
# Other records
SMILES,M1 antag,CHO-K1 Ca antag,M1 PAM parental,CHRM1 agonist,OXTR potentiate,CHO parental Ca,CHO-K1 Ca ag,TAAR1 ag,TAAR1 antag
CCOc1ccc(OCCOc2cccc(C(F)(F)F)c2)cc1,-5,-19,16,-5,-14,-8,0.1,-1,14
CCCCOC(=O)C(C)c1c(C)[nH]c(=S)[nH]c1=O (stereo not drawn),1,-3,12,-3,-5,6,0.3,7,10
CCCCCCNCC1OCc2ccccc2CO1,-4,-3,-1,-12,-8,-12,0.1,6,-3
COc1ccc(OC)c(/C=C/c2nc3ccccc3[nH]c2=O)c1,3,4,18,2,-3,-2,1.9,3,-11
COc1cccc(CN2CCC(C(=O)NC(C)c3cccc4ccccc34)CC2)c1 (stereo not drawn),1,6,-4,5,/,/,4.6,4,-19
O=S(=O)(c1cccc(NC(=S)Nc2ccc(Br)cc2Cl)c1)N1CCOCC1,-6,-18,21,-5,-5,-2,1.0,8,-7
CCCCNC(=O)c1cc2cc(CC)ccc2[nH]1,-4,8,-11,-2,-2,-13,-0.4,-2,-5
COc1ccc(Nc2nc(NCCCN3CCOCC3)nc(N)c2[N+](=O)[O-])cc1,4,-12,11,-1,4,-21,1.2,4,-8
COC(=O)C1Cc2c([nH]c3ccccc23)C(C)N1 (stereo not drawn),-3,1,7,-2,1,-8,-0.2,19,-18
Cc1cccc(N2C(=O)c3ccc(C(=O)Nc4c[nH]c(=O)[nH]c4=O)cc3C2=O)c1,15,-11,5,0,-2,-10,0.7,7,-12
CCOC(=O)c1c(C)n(C)c2ccc(OCC(O)Cn3nc(C)c(Br)c3C)cc12 (stereo not drawn),9,3,-1,-3,-14,-17,1.5,13,18
O=C(CCCSc1nnc(Nc2ccccc2F)s1)N1CCOCC1,-8,-9,9,-5,-8,-6,2.1,2,-42
COc1ccc(NC(=O)CSc2nc(C)c3c(c2C#N)CCCC3)cc1,-9,-8,18,-5,-9,-20,0.4,14,4
COCCn1c(=O)[nH]c2cc(C(=O)N3CCN(c4cccc(Cl)c4)CC3)ccc2c1=O,9,-10,7,-11,-16,13,11,6,0

# Taken from above.
# TAAR1 ag result of `CCOc1ccc(OCCOc2cccc(C(F)(F)F)c2)cc1` reads -1
# M1 antag result of `O=S(=O)(c1cccc(NC(=S)Nc2ccc(Br)cc2Cl)c1)N1CCOCC1` reads -6

# Marked active in TAAR1 antag (from the list above):
smiles	M1 antag	CHRM1 agonist	OXTR potentiate	TAAR1 ag	TAAR1 antag
CC(CCc1ccccn1)(CCc1ccccn1)C(=O)c1ccccc1	5	-3	/	8	53*
